TrxR1 inh – blocks rat thioredoxin reductase 1. O89049. recombinant rTrxR1, NADPH fluorescence consumption, selenite substrate. Potency, µM (doses to about 114 µM), for the others: at the highest dose activity change, negative = inhibition, hits mostly inhibitors. 390,000 compounds, 1% hits. AID 588453; further: on the % scale 0 is the no-effect control and ±100 the full control effect; nearly all actives have a fitted effect of over 65% in size
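Rat TrxR1 (90 nM in the dispensed reagent) was pre-reduced with 400 uM NADPH for 5 min at room temperature, then incubated with compound for 15 min. After 400 uM selenite was added, NADPH fluorescence (Ex 340/Em 450 nm) was followed for 8 min.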
Pin1 inhibitor – inhibitors of human Pin1 | Q13526 | Potency, µM (doses to about 115 µM), for inactives: top-dose activity, negative = inhibition, hits mostly inhibitors | Pin1 FP peptide displacement, HiFluor488, 10 min | 390,000 compounds, 0.009% hits; active means well fitted inhibition curve with a large enough effect in the polarisation, with a control signal flat, not every such curve was filed as active; inconclusive means small, poorly fitted or top-dose-only effect, or effect the other way, or a change in a side signal; inactive means no such curve, though single readings can be large or run the other way; the % refers to the polarisation; further: on the % scale 0 is the no-effect control and ±100 the full control effect
Target sequence (Q13526 whole entry, looked up): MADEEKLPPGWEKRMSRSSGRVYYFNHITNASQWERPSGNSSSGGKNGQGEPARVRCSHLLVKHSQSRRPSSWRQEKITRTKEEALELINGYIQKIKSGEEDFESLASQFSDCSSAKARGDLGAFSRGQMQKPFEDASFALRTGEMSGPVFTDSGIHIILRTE
JMJD2A Tudor inh – blocks the human JMJD2A Tudor domain; O75164; AlphaScreen JMJD2A-Tudor / H3K4me3 peptide binding; Potency, µM (titrated, usually from 114 µM), inactives show at the highest dose activity change, negative = inhibition, hits mostly inhibitors; 390,000 compounds, 4.4% hits; further: on the % scale 0 is the no-effect control and ±100 the full control effect; nearly all actives have a fitted effect of over 50% in size
ERG-DNA inh – blocks human ERG Ets domain binding to DNA | P11308 | fluorescence polarization, His-ERG Ets domain / labelled DNA | Potency, µM (titrated, usually from 76.9 µM), inactives show top-dose FP activity, negative = inhibition, most hits filed as inhibitors | 370,000 compounds, 0.028% hits; active means well fitted inhibition curve with a large enough effect in the polarisation, with a control signal flat; inconclusive means small, poorly fitted or top-dose-only effect, or effect the other way, or a change in a side signal; inactive means no such curve, though single readings can be large or run the other way; the % refers to the polarisation;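 further: polarization taken with two DNA probes labelled with fluorescein and Texas red; % of control where 0% means no effect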
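His-tagged ERG Ets domain (1 uM in the protein solution; 300mM KCl, 50mM Tris-HCl, 1mM EDTA, 1mM DTT, pH 7.5) received compound, then a probe mix of 5 nM fluorescein-DNA and 100nM Texas-615-DNA. Fluorescence polarization was read for both dyes.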
PGK inhibitor – T. brucei PGK inhibition; Potency, µM (highest dose often 57.5 µM), for the others: at the highest dose activity change, negative = inhibition, usual class: inhibitors; P07378; 380,000 compounds, 0.043% hits; PGK/GAPDH coupled, Kinase-Glo luminescence, 60 min; further: on the % scale 0 is the no-effect control and ±100 the full control effect; nearly all actives have a fitted effect of over 60% in size
Target sequence (P07378 whole entry, looked up): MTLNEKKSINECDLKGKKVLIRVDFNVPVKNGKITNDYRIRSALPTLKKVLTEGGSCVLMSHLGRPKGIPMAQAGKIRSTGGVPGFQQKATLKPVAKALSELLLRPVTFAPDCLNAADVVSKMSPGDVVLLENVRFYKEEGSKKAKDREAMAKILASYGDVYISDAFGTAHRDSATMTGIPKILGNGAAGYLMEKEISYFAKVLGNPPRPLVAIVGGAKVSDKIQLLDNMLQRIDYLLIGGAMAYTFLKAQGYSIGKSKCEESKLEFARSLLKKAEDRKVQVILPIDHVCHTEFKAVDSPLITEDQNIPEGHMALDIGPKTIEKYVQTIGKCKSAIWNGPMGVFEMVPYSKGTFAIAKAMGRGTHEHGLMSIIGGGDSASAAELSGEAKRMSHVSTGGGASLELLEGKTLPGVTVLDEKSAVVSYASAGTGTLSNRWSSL
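Recombinant glycosomal PGK reaction used 1,3-bisphosphoglycerate generated in-well by GAPDH (100nM final) in 100mM TEA pH 7.6, 5mM MgCl2, 0.01% Tween-20. After 60 minutes at room temperature, ATP was read by Kinase-Glo Plus luminescence end-point.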
RGS4 inh – blocks human RGS4-accelerated GTP hydrolysis | P49798 | Transcreener GDP fluorescence polarization, RGS4-accelerated GTP hydrolysis | Potency, µM (highest dose often 114 µM), without a hit: at the highest dose activity change, negative = inhibition, most hits filed as inhibitors | 390,000 compounds, 0.039% hits; further: on the % scale 0 is the no-effect control and ±100 the full control effect; nearly all actives have a fitted effect of over 75% in size; some results filed as inactive show a strong effect at the top dose
Target sequence (P49798 whole entry, looked up): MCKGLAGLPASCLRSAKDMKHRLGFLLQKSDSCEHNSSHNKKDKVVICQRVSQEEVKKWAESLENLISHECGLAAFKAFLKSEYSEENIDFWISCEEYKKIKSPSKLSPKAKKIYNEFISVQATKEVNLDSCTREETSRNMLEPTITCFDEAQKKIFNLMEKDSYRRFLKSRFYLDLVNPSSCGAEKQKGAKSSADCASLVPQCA
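MLSMR compounds (23 nl, pin-transferred) preincubated 10 min at room temperature with a 500nM (2x) first reagent, then RGS4 at 900nM (2x) plus Transcreener GDP mix added; fluorescence polarization (620/688 nm) read before and after 90 min at 30 °C.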
HP1b chromo inh – blocks HP1-beta chromodomain binding to methylated histone tails; Potency, µM (highest dose often 114 µM), without a hit: top-dose activity change, negative = inhibition, usual class: inhibitors; 390,000 compounds, 0.56% hits; AlphaScreen HP1-beta / biotin-H3K9me3 peptide binding; AID 540317; P83916; further: nearly all actives have a fitted effect of over 70% in size; inactives centre near 23
Target sequence (P83916 whole entry, looked up): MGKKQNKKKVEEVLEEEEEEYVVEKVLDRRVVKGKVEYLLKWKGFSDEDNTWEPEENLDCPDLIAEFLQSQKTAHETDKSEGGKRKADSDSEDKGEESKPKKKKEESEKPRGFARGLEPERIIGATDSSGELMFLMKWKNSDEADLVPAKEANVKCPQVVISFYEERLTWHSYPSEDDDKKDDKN
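Compound inhibition of the preformed complex between 50 nM HP1-beta and 50 nM biotinylated H3K9me3 peptide was read by AlphaScreen. Buffer was PBS pH 7.4 with 0.01% Tween-20. Incubations ran 30 min at room temperature, with 10 ug/mL donor/acceptor beads.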
12-LOX inh – blocks human arachidonate 12S-lipoxygenase. Potency, µM (doses to about 108 µM), for inactives: at the highest dose activity change, negative = inhibition, hits mostly inhibitors. P18054. purified 12hLO, xylenol orange hydroperoxide absorbance. 580,000 compounds, 1.1% hits. AID 1671190; further: on the % scale 0 is the no-effect control and ±100 the full control effect
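Purified human 12hLO at 150 nM in 25 mM Hepes, 0.01% Triton X-100, pH 7.0, preincubated 15 min at room temperature with compound. Reaction started with 40 uM arachidonic acid, 30 min at room temperature. Hydroperoxide measured by Fe-xylenol orange, 573/405 nm absorbance ratio.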
GLS inh – inhibitors of human glutaminase (GLS); O94925; GLS enzymatic activity, qHTS titration; Potency, µM (titrated, usually from 45.5 µM), for the others: at the highest dose activity change, negative = inhibition, most hits filed as inhibitors; 410,000 compounds, 0.21% hits; further: on the % scale 0 is the no-effect control and ±100 the full control effect
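hKGA in 45 mM KH2PO4 (pH 8.2), 0.02% Tween-20 with compound, then 1mM L-Glutamine (stock as added) plus glutamate oxidase/HRP/Amplex red coupling mix. Fluorescence read initially and after 30 min at RT; signal change reflects glutamate formation.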
Starred values were filed as active, the others as inactive; i = inactive; ? = inconclusive; . = not tested or not shown; [ ] = remark or other dose. Unless noted, the call rests on the fitted dose curve; in most records, active means well fitted curve in the direction sought with a large enough effect; inconclusive means small, poorly fitted or top-dose-only effect, or another doubt; inactive means no such curve, though single readings can be large; an effect the other way counts as inactive or inconclusive. Potency means the concentration at half of the fitted maximal effect. Only part of the results is shown; rates above refer to the full screens.

SMILES	TrxR1 inh	Pin1 inhibitor	JMJD2A Tudor inh	ERG-DNA inh	PGK inhibitor	RGS4 inh	HP1b chromo inh	12-LOX inh	GLS inh
CS(=O)(=O)N1CCc2cc(S(=O)(=O)NCc3ccccc3Cl)ccc21	-1.8%[57.1 µM]	-0.9%	?	1.7%	11.1%	6.5%	13.2%[57 µM]	-10.6%	6.0%
COc1cc(C(=O)Nc2ccc(N(C)C)cc2)cc(OC)c1OC	4.5%	-2.9%	?	7.7%	3.8%	-29.9%	-4.5%	-36.1%	37.1%[activator]
Cc1ccc(Nc2ccc([N+](=O)[O-])nc2[N+](=O)[O-])cc1	?	-11.7%	?	1.3%	.	27.4%	-24.1%	-6.0%	3.5%
COc1ccc(CCNC(=O)CSc2nnc(-c3cccc(C)c3)o2)cc1OC	-1.9%	-3.7%	8.4%	13.1%	1.4%	-4.6%	27.4%	-10.8%	.
CCCCCCCCc1nnc(NC(=O)c2ccco2)s1	2.9%	30.6%[activator]	-32.0%	.	-18.0%	6.5%	-2.1%	?	-1.1%
Cc1ccc2nc(-c3ccccc3)c(CN3CCN(c4ccccc4F)CC3)n2c1	36.9%	-4.7%	?	-7.5%	i	-1.0%	7.3%	-13.6%	-9.0%
CN1C(C)(C)CC(=NOC(=O)c2ccccc2)CC1(C)C	5.3%	-4.6%	-15.3%[57.1 µM]	4.6%	i	-7.6%[56.9 µM]	39.5%[activator]	0.0%	11.1%
COc1ccc(C2=NN(CCC(=O)NC3CCC(C)CC3)C(=O)CC2)cc1 (stereo unspecified)	14.0%	0.7%	-15.3%	-8.3%	-7.3%	25.8%	22.2%	1.4%	-3.6%
OC(COc1ccccc1)CN1CCCCCC1 (stereo unspecified)	15.8%[57.1 µM]	5.6%	-4.2%	-2.5%	-6.0%	6.9%	31.7%	7.9%	-17.7%
O=C(OCC(=O)N1CCCc2ccccc21)c1ccc(F)c(S(=O)(=O)N2CCOCC2)c1	-2.5%[57.1 µM]	-0.8%	-11.0%	-4.2%	1.2%	-10.9%	7.6%	-23.6%	3.5%
C=CCNC(=O)c1onc(CSc2cccc(OCC)c2)c1C(=O)O	12.6%	0.7%	-9.0%	-8.0%	-9.5%	-27.5%	16.5%	-14.7%	6.3%
Cc1nn(CC#N)c(=O)n1-c1ccccc1F	-2.4%[57.1 µM]	0.2%	-8.0%	-3.1%	-1.7%	8.2%	15.2%	-2.1%	-5.5%
COc1ccc(C(=O)CSc2nnc3ccccn23)cc1OC	6.9%	-3.4%	-16.2%	5.3%	i	-19.1%[56.9 µM]	75.4%[activator]	-1.2%	1.4%
COc1cc(C(=O)Nc2nc(-c3cc(C)ccc3C)c(C)s2)ccc1OCC(=O)Nc1ccc(F)cc1	-16.8%	3.7%	-7.9%	-8.6%	-4.6%	-8.7%	33.2%	-21.9%	0.1%
CCc1ccc(OCC(=O)Nc2ccc(CN3CCCCC3)cc2)cc1	5.9%	0.4%	-12.5%	-4.8%	-0.6%	-4.6%	16.1%	-8.4%	4.9%
COc1ccc(OCCN2C(=O)NC3(CCc4ccccc4C3)C2=O)cc1 (stereo unspecified)	-16.2%	4.6%	-10.3%	-2.7%	-6.7%	-6.5%	29.5%	-5.9%	0.4%
CCc1ccc(C(=O)N2CCN(c3ccc(F)cc3)CC2)s1	11.3%	0.0%	-8.3%	1.9%	i	-29.7%	28.8%	-4.5%	18.8%
O=C(CN(CC1CCCO1)C(=O)CNS(=O)(=O)c1ccccc1)NCc1ccc(F)cc1 (stereo unspecified)	20.7%	-7.5%	-0.7%	4.8%	1.3%	3.2%	18.9%	-1.6%	-2.5%
Cc1ccc(Cn2c(C(=O)NCc3ccccc3Cl)cc3sccc32)cc1	-22.1%	14.5%	-11.9%	-3.2%	4.3%	-14.0%	35.4%	?	-0.9%
CC(O)c1nc2ccccc2n1C1CCCCC1 (stereo unspecified)	10.2%	-0.7%	-15.4%	-4.5%	3.0%	14.0%	14.4%	20.3%	23.7%
Cc1cc(C)cc(N2C(=O)CC(c3ccc(C(F)(F)F)cc3)C3=C2COC3=O)c1 (stereo unspecified)	4.9%	1.0%	-1.9%	-2.1%	-2.6%	9.5%	20.7%	-19.2%	-2.1%
S=C1SCCN1Cc1ccccc1	-10.1%[57.1 µM]	-1.9%	-9.0%	3.9%	-8.3%	-8.9%	29.3%	-0.7%	0.7%
CC(=O)N1CCN(c2ccc(Oc3ccc([N+](=O)[O-])c(C(F)(F)F)c3)cc2)CC1	-5.4%	-12.8%	?	-3.0%	3.4%	13.4%	-36.3%	.	7.3%
CC(C)(C)OC(=O)C[C@H]1C/C=C\C[C@H](CC(=O)N[C@H](CO)Cc2ccccc2)C(=O)N[C@@H](Cc2ccccc2)COC1=O	-9.5%[57.1 µM]	-5.6%	-11.2%	-21.9%	-2.2%	1.8%	24.6%	0.3%	2.4%
COc1ccccc1N(C)S(=O)(=O)c1ccc(C(=O)NCC(C)C)cc1	-2.1%	2.1%	-13.4%	8.6%	i	-13.4%	37.2%	-2.4%	-2.2%
Cc1cc(N2CCN(S(=O)(=O)Cc3ccccc3)CC2)n2ncnc2n1	11.0%[57.1 µM]	-3.6%	-7.1%	-5.4%	-6.9%	12.1%	10.7%	5.3%	-4.0%
CC(C)(C)OC(=O)C(Cc1ccc(OC(C)(C)C)cc1)NC(=O)CNC(=O)OCc1ccccc1 (stereo unspecified)	-8.7%	1.0%	-26.9%	.	-4.7%	-18.2%	18.0%	-18.8%	2.4%
CC1CCCN(C(=O)c2cccc(S(=O)(=O)N3CCCC3)c2)C1 (stereo unspecified)	31.6%	-4.0%	-18.5%	-19.4%	i	-13.9%	44.2%[activator]	-3.4%	-5.0%
Cc1noc(C)c1S(=O)(=O)NCc1ccc(CN(C)C)cc1	3.7%	1.1%	11.5%	3.7%	-8.1%	-16.3%	44.7%[activator]	?	-0.1%
COc1ccc(-c2nnc(SCc3ccc(C(=O)O)cc3)n2N)cc1	?	-5.9%	-7.7%	1.8%	-1.1%	-7.8%	2.7%	-8.0%	1.9%

Record cards, from the list above:
`CC1CCCN(C(=O)c2cccc(S(=O)(=O)N3CCCC3)c2)C1` (stereo unspecified) reads TrxR1 inh = 31.6%; Pin1 inhibitor = -4.0%; JMJD2A Tudor inh = -18.5%; ERG-DNA inh = -19.4%; PGK inhibitor = i; RGS4 inh = -13.9%; HP1b chromo inh = 44.2%[activator]; 12-LOX inh = -3.4%; GLS inh = -5.0%
`COc1ccc(-c2nnc(SCc3ccc(C(=O)O)cc3)n2N)cc1` reads TrxR1 inh = ?; Pin1 inhibitor = -5.9%; JMJD2A Tudor inh = -7.7%; ERG-DNA inh = 1.8%; PGK inhibitor = -1.1%; RGS4 inh = -7.8%; HP1b chromo inh = 2.7%; 12-LOX inh = -8.0%; GLS inh = 1.9%

Further compounds.
SMILES	TrxR1 inh	Pin1 inhibitor	JMJD2A Tudor inh	ERG-DNA inh	PGK inhibitor	RGS4 inh	HP1b chromo inh	12-LOX inh	GLS inh
CC1=C(C(N)=O)C(c2ccc(C)cc2)n2nc(SCc3ccccc3)nc2N1 (stereo unspecified)	25.4%	3.1%	-0.7%	-2.1%	2.0%	45.4%	37.1%	0.0%	10.2%
CCCCN(CCCC)c1cn[nH]c(=O)c1Cl	-9.7%	-12.1%	7.2%	1.2%	3.0%	9.5%	21.8%	0.0%	21.5%
O=C1NC(=S)SC1=Cc1ccc2c(c1)OCO2	12.2%	-4.8%	?	14.3%	-6.1%	-10.6%	59.2%[activator]	-15.1%	-4.1%
CC1(C)Cn2c(nnc2-c2cccc(O)c2)S1	5.5%	6.8%	-14.6%	2.7%	-8.6%	-12.4%	40.9%[activator]	1.4%	1.7%
O=S(=O)(NC1CCCCCCC1)c1ccccc1F	1.7%	-4.1%	3.4%	-1.5%	6.3%	11.3%	45.6%[activator]	-11.5%	-0.6%
COC(CNC(=O)c1ccc2c(c1)nc(C)n2-c1cccc(F)c1)OC	9.0%[57.1 µM]	-8.1%	14.9%	1.3%	-7.2%	-6.6%	13.3%	19.4%	-1.9%
COc1cc2c(cc1OC)[C@@H](NC(=O)C(C)C)[C@H](OCc1ccccc1)C2	12.0%	-2.3%	2.9%	6.8%	-7.8%	2.3%	76.1%[activator]	3.9%	-7.3%
O=S(=O)(c1ccc2nnn(OCc3ccccc3)c2c1)N1CCOCC1	2.7%	2.2%	-9.6%	-1.4%	-6.2%	-10.2%	14.3%	-29.7%	-2.3%
COC1CCN(C(=O)C2CCC(=O)N(CCc3cccc(F)c3)C2)CC1 (stereo unspecified)	-16.5%	1.9%	-4.4%	0.8%	-2.9%	1.5%	23.4%	413.8%[activator]	-2.1%
O=S(=O)(c1ccccc1)N(c1ccccc1)S(=O)(=O)c1ccccc1	3.3%[11.4 µM]	4.7%	2.1%	6.7%	-9.6%	?	55.3%[activator]	7.7%	-13.6%
Cc1nc2c(ccc3nc(NC(=O)c4ccc(S(=O)(=O)N(C)C)cc4)sc32)s1	16.5%	0.4%	-10.1%	.	-11.0%[11.5 µM]	3.2%	35.0%[activator]	3.6%[57.4 µM]	-12.3%

Screening results deposited in PubChem BioAssay by National Center for Advancing Translational Sciences (NCATS).
